aSyn UTR inh: MLPCN primary screen, SNCA 5' untranslated region; alpha-synuclein 5'UTR reporter, inhibitor activity; inhibition, % (tested at 7.5 µM); 300,000 compounds, 0.82% hits; in the data active means inhibition above about 60%;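 further: H4 neuroglioblastoma cells stably carrying SNCA 5'UTR luciferase fusion; 0% = DMSO wells and 100% = positive control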
KLF5 inh: suppresses KLF5 promoter-driven expression. inhibition, % at 5 µM. DLD-1 KLF5 promoter-luciferase reporter, luminescence. 290,000 compounds, 0.23% hits. AID 1700;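 active means inhibition above a per-plate limit of that plate's mean compound inhibition plus 3 SD, cut at about 60% in these data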;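 further: 0% = DMSO wells and 100% = LY294002 at 200 µM; higher means less KLF5 promoter-driven luciferase light; inactives centre near -14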
IEC-6 cytotox: counter-screen for KLF5 inhibitors: cytotoxicity in IEC-6 cells; IEC-6 cytotoxicity, luminescence viability; inhibition, % at 5 µM; 290,000 compounds, 0.78% hits; in the data active means inhibition above about 22%;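 further: 0% = plate median of test compound wells and 100% = cytotoxic reference compound wells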
TRPC6 activator: activates the mouse TRPC6 cation channel; B-score at 10 µM; AID 2550; 310,000 compounds, 0.13% hits; Q61143; HEK293-TRPC6 membrane potential dye fluorescence; stronger effect = higher value;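 active means B-score of the integrated fluorescence ratio above library mean plus 3 SD, and starting fluorescence ratio within library mean plus 5 SD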;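 further: higher score means more depolarization so channel activation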
Target sequence (Q61143 whole entry, looked up): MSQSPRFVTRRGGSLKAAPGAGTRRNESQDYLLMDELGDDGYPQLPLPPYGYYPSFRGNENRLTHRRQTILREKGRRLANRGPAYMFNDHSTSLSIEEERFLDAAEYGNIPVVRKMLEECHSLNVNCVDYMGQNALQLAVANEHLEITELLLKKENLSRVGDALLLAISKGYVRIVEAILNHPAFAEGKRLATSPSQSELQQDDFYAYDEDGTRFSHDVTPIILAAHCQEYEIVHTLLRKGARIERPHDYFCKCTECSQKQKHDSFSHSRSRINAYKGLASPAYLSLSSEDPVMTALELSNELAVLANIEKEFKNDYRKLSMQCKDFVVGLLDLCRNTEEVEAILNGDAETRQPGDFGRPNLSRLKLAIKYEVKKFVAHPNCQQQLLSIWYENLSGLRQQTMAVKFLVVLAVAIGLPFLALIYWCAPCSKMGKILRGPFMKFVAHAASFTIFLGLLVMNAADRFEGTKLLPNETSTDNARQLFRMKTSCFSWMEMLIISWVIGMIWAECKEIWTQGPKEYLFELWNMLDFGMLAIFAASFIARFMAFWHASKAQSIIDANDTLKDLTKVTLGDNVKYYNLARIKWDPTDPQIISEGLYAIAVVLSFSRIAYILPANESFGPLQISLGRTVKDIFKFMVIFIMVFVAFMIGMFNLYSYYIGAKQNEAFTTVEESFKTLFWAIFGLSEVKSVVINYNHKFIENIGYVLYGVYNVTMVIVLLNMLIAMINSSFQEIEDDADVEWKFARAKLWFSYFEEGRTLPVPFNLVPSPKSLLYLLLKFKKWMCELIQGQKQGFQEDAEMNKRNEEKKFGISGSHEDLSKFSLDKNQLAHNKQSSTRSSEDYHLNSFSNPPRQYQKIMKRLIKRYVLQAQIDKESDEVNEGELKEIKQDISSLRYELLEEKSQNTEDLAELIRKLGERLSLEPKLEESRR
TRPC4 agonist: activators of mouse TRPC4 channel | Q9QUQ5 | HEK293 TRPC4beta/mu-opioid, Fluo4 calcium fluorescence; stronger effect = higher value | B-score at 10 µM | 310,000 compounds, 0.49% hits | AID 2237;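 active means B-score above 5 SD of library B-scores, and initial fluorescence ratio not above library mean plus 5 SD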;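 further: positive B-score marks a calcium rise read as TRPC4 activation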
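Technique: kinetic Fluo4 calcium fluorescence; Test system: TRPC4beta and mu-opioid receptor HEK293 stable cells; Measure: B-scored integrated calcium fluorescence ratio; Benchmarks: low control buffer alone, high control maximal DAMGO; Schedule: 45 min room-temperature Fluo4 loading, 110 s read.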
SKKanGAS inh: blocks kanamycin growth of S. pyogenes SKKanGAS strain. BacTiter-Glo, 6 h. inhibition, % at 7.5 µM. 300,000 compounds, 1.3% hits;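 active means mean replicate score, as percent of positive control median, at least 50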;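 further: strain carries kanamycin resistance gene driven by streptokinase promoter and grows in 40 µg/ml kanamycin; loss of luminescence reflects streptokinase promoter inhibition or plain growth inhibition; 0% = median of DMSO wells and 100% = positive control at its reference dose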
MrgX1 antag: blocks BAM8-22 activation of human MrgX1 receptor; Q96LB2; AID 588676; B-score at 10 µM; 310,000 compounds, 1.3% hits; MRGX1-HEK293 calcium flux, Fluo-4, BAM8-22 antagonism; stronger effect = lower value;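 active means calcium-response B-score plate-corrected more than 3 library SD below zero, starting fluorescence within 5 deviations, no agonist response on first addition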;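 further: peak minus trough fluorescence over baseline after final BAM8-22 challenge near maximal dose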
TRPC4 potent: allosterically enhances the mouse TRPC4 cation channel | Q9QUQ5 | HEK293 TRPC4beta/mu-opioid, DAMGO EC20, Fluo-4 Ca2+ flux; stronger effect = higher value | B-score at 10 µM | 310,000 compounds, 0.42% hits | AID 2227;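 active means B-score of calcium response area above 5 SD of library B-scores, with initial fluorescence ratio within 5 SD of library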;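 further: B-score of integrated fluorescence ratio over time as area under calcium response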
TRPC6 inhibitor: blocks the mouse TRPC6 cation channel. 310,000 compounds, 1.1% hits. AID 2553. HEK293-TRPC6, membrane potential dye, ACh-evoked depolarization; stronger effect = lower value. B-score at 10 µM;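 active means B-score under library mean minus 3 SD, initial fluorescence not abnormally high, positive integrated signal ratio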;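 further: B-score derived from integrated fluorescence ratio over the kinetic read; more negative B-score means stronger inhibition of depolarization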
HIF activator: HIF pathway transcriptional activation | U2OS HRE-luciferase reporter, luminescence; normalized: DMSO 0%, desferrioxamine 100% | activation, % at 7.5 µM (by protocol) | 300,000 compounds, 0.32% hits;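 active means mean activation of at least 10% of the iron chelator positive control signal, with at least half of replicates also reaching 10%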
TRPC4 block: TRPC4 (mouse) channel inhibition; Q9QUQ5; B-score at 10 µM; 300,000 compounds, 0.39% hits; HEK293 TRPC4beta/mu-opioid, DAMGO-evoked Fluo4 calcium flux; stronger effect = lower value;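 active means B-score over 3 SD under the library average, no early fluorescence shift, positive overall ratio signal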
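Assay system: Stable TRPC4beta/mu-opioid receptor HEK293 cells | Reagent: DAMGO in two steps, submaximal then maximal | Compound dosing: Single concentration per test compound | Signal: Fluo4 Ca2+ flux fluorescence | Evaluation: Per-well B score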
* marks the source's active call; other numbers are inactive results; i = inactive; / = no result given.

SMILES	aSyn UTR inh	KLF5 inh	IEC-6 cytotox	TRPC6 activator	TRPC4 agonist	SKKanGAS inh	MrgX1 antag	TRPC4 potent	TRPC6 inhibitor	HIF activator	TRPC4 block
COc1ccc(OCCN2CCN(C(=O)c3ccc(OC)c(OC)c3)CC2)cc1	0	-16	-1	i	i	-9	i	i	i	0.4	i
Cc1cc(C)c(S(=O)(=O)Nn2cnnc2)c(C)c1	-4	6	2	i	i	7	i	i	i	0.2	i
COc1ccc(-c2nnc(SCC(=O)Nc3cc(C)on3)n2C)cc1OC	18	-1	-9	i	i	3	i	i	i	-0.1	i
O=C(Nc1ccccc1C(=O)O)c1ccc(NC(=O)C2CCCCC2)cc1	-1	-5	4	i	i	-7	i	i	i	-0.3	i
COc1cc(OC)cc(C(=O)NCC(=O)OCC(=O)NC(C)(C)C)c1	1	-19	2	i	i	8	i	i	i	0.4	i
O=c1nc(N2CCCC2)nc(N2CCCC2)[nH]1	-11	-11	2	i	i	-1	i	i	i	-1.2	i
N#CC1(NC(=O)COc2ccccc2[N+](=O)[O-])CCCCC1	-13	/	/	i	i	-5	i	i	i	0.3	i
Cc1ccc(C(=O)c2cc3ccccc3o2)cc1C	-68	-125	2	i	i	6	i	i	i	2.3	i
O=C(CSc1ccsc1[N+](=O)[O-])N1CCN(c2ccc(Cl)cc2)CC1	-6	1	-2	i	i	6	i	i	i	-0.4	i
CCOC(=O)C1CCCN(C(=O)Cn2nc(C)n3nc(-c4ccccc4)cc3c2=O)C1 (stereo unspecified)	19	8	6	i	i	-6	i	i	i	0.0	i
FC(F)(F)c1nnc(-c2ccccc2)nc1Oc1ccc(Cl)cc1Cl	4	-19	-3	i	i	-4	i	i	i	-0.3	i
Cc1noc(NC(=O)c2cccc(C(F)(F)F)c2)c1Cl	-19	-10	0	i	i	-8	i	i	i	0.3	i
CCCCc1ccc(NC(=S)N2CCCC2)cc1	/	-66	5	i	i	/	i	i	i	/	i
CN1CCN(c2ccc(Cl)cc2NC(=O)c2ccc([N+](=O)[O-])cc2)CC1	-4	-38	2	i	i	-12	i	i	i	-0.2	i
O=C(NC1C2CC3CC(C2)CC1C3)c1ccc(Br)o1 (stereo unspecified)	14	-25	4	i	i	15	i	i	i	1.4	i
O=C(Nc1cccc2ncccc12)c1ccccc1[N+](=O)[O-]	-4	-14	2	i	i	10	i	i	i	1.2	i
CCC1(c2ccc(F)cc2)NC(=O)N(CC(=O)Nc2cccnc2Cl)C1=O (stereo unspecified)	5	/	/	i	i	-5	i	i	i	0.3	i
CN(C)CCNC(=O)c1onc(CSc2ccncc2)c1C(=O)NCCN(C)C	4	/	/	i	i	-1	i	i	i	1.5	i
O=C(O)c1c(C(=O)O)c(-c2ccc(Cl)c(Cl)c2)n2c1CSC2	10	-14	-3	i	i	7	i	i	i	0.8	i
COc1cc(NC(=O)CCCNC(=O)Cn2cnc3sc4c(c3c2=O)CCCC4)cc(OC)c1OC	3	-3	-5	i	i	-4	i	i	i	-24	i
NC(=O)c1ccc(N=Nc2c(O)c3ccccc3[nH]c2=O)cc1	13	-23	-2	i	i	9	i	i	i	-0.4	i
Cc1ccccc1NC(=O)CN1C(=O)S/C(=C\c2cccn2-c2cccc(C(=O)O)c2)C1=O	6	-18	-6	i	i	3	i	i	i	0.4	i
CC(C)c1cccc(C(C)C)c1OCCCCCN1CCOCC1	-24	/	/	i	i	-6	i	i	i	-0.4	i
CCNC(=O)NC(=O)C(C)N1C(=O)NC(c2ccccc2)(c2ccccc2)C1=O (stereo unspecified)	23	-14	0	i	i	-3	i	i	i	0.0	i
CC(=O)Nc1ccc(S(=O)(=O)N(C)CC(=O)OCC(=O)Nc2cccnc2Cl)cc1	2	12	0	i	i	-6	i	i	i	-0.6	i
O=C(N/C(=C/c1ccc(Cl)cc1)C(=O)N1CCCCC1)c1ccco1	-18	-33	1	i	i	-2	i	i	i	-0.5	i
Cn1cnnc1SCC(=O)Nc1ccc2nc(SCc3ccccc3)sc2c1	-142	-88	6	i	i	5	i	i	i	4.5	i
Cc1ccc(Nc2nc(NCC3CCCO3)nc(N)c2[N+](=O)[O-])cc1C (stereo unspecified)	36	-54	-4	i	i	2	i	i	i	0.0	i
CCC(C)Sc1ccc(-c2nc3ccc(C)cn3c2NCc2ccccc2)cc1OC (stereo unspecified)	-21	/	/	i	i	53*	i	i	i	-1.1	i
CCOC(=O)c1c(-c2ccccc2)oc2ccc(OCC(=O)NNC(=O)CCCC(=O)O)cc12	-4	-16	3	i	i	-1	i	i	i	-2.6	i
Cc1ccc(C(=O)NCCNS(=O)(=O)c2ccccc2)cn1	-2	-19	-2	i	i	-3	i	i	i	0.0	i
COC(=O)c1[nH]c(=O)c2ccccc2c1O	-3	-17	-4	i	i	9	i	i	i	-0.1	i
CCOC(=O)c1c(NC(=O)CN2C(=O)NC3(CCCCC3)C2=O)sc(C)c1-c1ccc(C)cc1	10	-26	0	i	i	18	i	i	i	0.5	i
Cc1ccc(C(=O)N(NC2=NS(=O)(=O)c3ccccc32)S(=O)(=O)c2ccc(C)cc2)cc1	13	-6	-7	i	i	2	i	i	i	-0.1	i
Cc1ccc(S(=O)(=O)N(C)c2cc(S(=O)(=O)N3CCC(C)CC3)c(C)cc2C)cc1	-9	-5	5	i	i	-2	i	i	i	-0.1	i
O=C(CCNC(=O)N1CC(=O)Nc2ccccc21)Nc1cccc(Cl)c1	-5	1	0	i	i	-1	i	i	i	0.4	i
CCOc1ccc(N2C(=O)c3cccnc3C2Nc2ccc(C)cc2)cc1 (stereo unspecified)	18	-14	-3	i	i	-17	i	i	i	-0.2	i
CCOC(=O)c1c(C)[nH]c(-c2csc(C)n2)c1C	-60	-21	-4	i	i	-5	i	i	i	0.7	i
CCCSC1=C(C#N)C(c2cccnc2)C(C(=O)OCC)=C(c2ccccc2)N1 (stereo unspecified)	-45	-17	-5	i	i	4	i	i	i	-0.6	i
CCN(CC)c1ccc(-c2nnc(SCC(=O)Nc3ccccc3C#N)n2-c2ccccc2)cc1	5	2	-4	i	i	28	i	i	i	1.7	i
CC(=O)N1CCN(S(=O)(=O)c2cccc(C(=O)Nc3nc4ccccc4[nH]3)c2)CC1	-1	-7	-3	i	i	-5	i	i	i	-0.1	i
Cc1nc(N2CCN(C(=O)c3ccco3)CC2)nc2c1C(=O)CC(C)C2 (stereo unspecified)	-36	-9	0	i	i	1	i	i	i	0.5	i
COc1cc2c(c(OC)c1OC)-c1ccc(N(C)CC(OC)OC)c(=O)cc1[C@@H](NC(C)=O)CC2	84*	86*	92*	i	i	2	i	i	i	-0.1	i
CCCCc1nc(Cl)c(CO)n1Cc1ccc(-c2ccccc2-c2nn[nH]n2)cc1	5	-41	0	i	i	4	i	i	i	0.1	i
CN(CC(=O)Nc1ccccc1Br)C(=O)c1ccncc1	4	-14	6	i	i	-4	i	i	i	0.8	i
CN1CCN(C(=O)CCCN2C(=O)/C(=C/c3ccccc3)SC2=S)CC1	-55	-22	0	i	i	2	i	i	i	0.7	i
CCOC(=O)N1CCC(NC(=O)CSCc2cnn(-c3ccccc3)c2-n2cccc2)CC1	-5	-22	2	i	i	4	i	i	i	-0.1	i
COc1ccc(Nc2nnc(Cc3ccccc3)c(=O)[nH]2)c(OC)c1	2	-18	0	i	i	-3	i	i	i	0.3	i
COC(=O)C1=C(C)NC(C)=C(C(=O)OC)C1C(=O)OC(C)C(=O)c1ccccc1 (stereo unspecified)	13	-23	-2	i	i	0	i	i	i	0.0	i
COC(=O)c1cn(-c2nc(C)c3c(n2)CCC3)nn1	-20	-10	3	i	i	-14	i	i	i	0.5	i
O=C(COC(=O)/C=C/c1ccc(S(=O)(=O)N2CCCCCC2)cc1)NCc1ccccc1Cl	14	-17	3	i	i	-1	i	i	i	-0.4	i
Cc1cc(NC(=O)Cc2cn3ccsc3n2)n(-c2ccccc2)n1	8	-33	3	i	i	-2	i	i	i	0.5	i
Cc1nc(C)c(-c2nnc(-c3ccccc3Cl)o2)cc1C(=O)NN	-1	1	-4	i	i	0	i	i	i	0.3	i
O=C1CCc2cc(NS(=O)(=O)c3ccc(Cl)cc3)cc3c2N1CC3	5	/	/	i	i	7	i	i	i	-19	i
Cc1ccc(NC(=O)/C(=C/c2cccc(Br)c2)NC(=O)c2ccco2)cc1	10	9	12	i	i	4	i	i	i	0.0	i
O=C(CCC(=O)Nc1ccc(Cl)cc1Cl)NNC(=O)Nc1ccccc1	11	12	-5	i	i	-3	i	i	i	0.1	i
O=c1[nH]c2ccc(S(=O)(=O)Nc3ccc(-c4nnc5n4CCCCC5)cc3)cc2o1	23	7	-10	i	i	-1	i	i	i	0.0	i
COc1cc(Nc2ccc(C(=O)O)cc2[N+](=O)[O-])cc(OC)c1	8	-18	2	i	i	13	i	i	i	-0.2	i
CC(C)(C)C(=O)Nc1ccc2c(c1)-c1cc(NC(=O)C(C)(C)C)ccc1C2	-41	-17	-5	i	i	8	i	i	i	0.2	i
COc1cc2c(cc1OC)-c1cc(Nc3ccccc3C)nc(=O)n1CC2	55	-54	0	i	i	-2	i	i	i	0.2	i

No new results follow: entries from further up.
SMILES	aSyn UTR inh	KLF5 inh	IEC-6 cytotox	TRPC6 activator	TRPC4 agonist	SKKanGAS inh	MrgX1 antag	TRPC4 potent	TRPC6 inhibitor	HIF activator	TRPC4 block
CC(C)(C)C(=O)Nc1ccc2c(c1)-c1cc(NC(=O)C(C)(C)C)ccc1C2	-41	-17	-5	i	i	8	i	i	i	0.2	i
COc1cc2c(cc1OC)-c1cc(Nc3ccccc3C)nc(=O)n1CC2	55	-54	0	i	i	-2	i	i	i	0.2	i

More compounds.
SMILES	aSyn UTR inh	KLF5 inh	IEC-6 cytotox	TRPC6 activator	TRPC4 agonist	SKKanGAS inh	MrgX1 antag	TRPC4 potent	TRPC6 inhibitor	HIF activator	TRPC4 block
CCOC(=O)c1cnc(SCc2nc(N)nc(Nc3ccc(C)cc3)n2)nc1N	19	11	6	i	i	-4	i	i	i	-0.1	i
CCOC(=O)CSc1nc2ccccc2c(=O)n1CCC(=O)NCCc1ccc(OC)c(OC)c1	13	1	-6	i	i	3	i	i	i	0.0	i
Cc1ccc(OC(=O)C(C)c2cccc(C(=O)c3ccccc3)c2)cc1 (stereo unspecified)	-7	-3	3	i	i	-5	i	i	i	/	i
COc1ccc(CCN2C(=O)/C(=C\c3ccco3)SC2=S)cc1OC	-2	-2	-1	i	i	4	/	i	i	-0.6	i
O=c1c(F)cn(C2CCCO2)c(=O)n1Cc1ccccc1F (stereo unspecified)	16	-5	5	i	i	-5	i	i	i	/	i

Screens: PubChem BioAssay, several laboratories

This is a random part of the collection (roughly 5.8% active in at least one column).
